Source: PubChem (several laboratories)
EBV LMP1 NFkB – Epstein-Barr LMP1 NF-kappaB reporter inhibition | LMP1-induced NF-kappaB luciferase reporter cells, luminescence | AID 504558 | inhibition, % at 12.5 µM | 350,000 compounds, 0.69% hits; in the data active = inhibition above about 41%; inconclusive = no clear call, values can overlap the other calls;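 also: 0% = neutral control wells and 100% = reference inhibitor control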
NCOA1 inh – inhibitors of human steroid receptor coactivator 1 (SRC1) | 360,000 compounds, 0.12% hits | inhibition, % at 3.6 µM | HEK293 GAL4-SRC1 luciferase reporter, luminescence | AID 588354 | Q15788;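 active = inhibition above the campaign mean plus 3 SD, with each screening campaign given its own cutoff, cut at about 60% in these data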;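 also: 0% = DMSO treated cells and 100% = gossypol at 36 µM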
NOD2-RIPK2 inh – inhibitors of human NOD2-RIPK2 interaction; O43353; CHO BLA complementation NOD2-RIPK2, CCF4 ratio; inhibition, % at 4.98 µM; 360,000 compounds, 0.38% hits; in the data active = inhibition above about 21%;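 also: 0% = vehicle only and 100% = reference blocker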
C8 TRAIL sens – caspase-8 TRAIL sensitization. NB7+C8 cells + TRAIL, ATPlite viability luminescence. inhibition (viability loss, TRAIL sensitization), % at 10 µM. 360,000 compounds, 1% hits. AID 624354;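 active = compounds causing at least 50% loss of cell viability in the single-dose screen, relative to plate controls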
NR2F2 inh – blocks human COUP-TFII nuclear receptor; P24468; HEK293T NGFI-A luciferase reporter, luminescence; inhibition, % at 8.6 µM; 370,000 compounds, 0.7% hits;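 active = inhibition above a per-plate cutoff, mean inhibition of test wells between control levels plus 3 SD, cut at about 38% in these data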;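 also: cells cotransfected with COUP-TFII expression vector driving the NGFI-A reporter; 0% = median of COUP-TF2 test wells and 100% = reporter-only cells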
NCOA3 inh – inhibits human SRC3 coactivator; Q9Y6Q9; HEK293 GAL4-SRC3 luciferase reporter, luminescence; inhibition, % at 3.6 µM; 360,000 compounds, 0.17% hits; AID 588352;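 active = inhibition above a per-campaign cutoff, the mean of all compounds plus 3 SD, cut at about 60% in these data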;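 also: 0% = DMSO-treated cells and 100% = gossypol-treated cells at 36 µM; higher means less SRC3-driven luciferase light from the GAL4 reporter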
TLR9-MyD88 block – TLR9-MyD88 interaction inhibition; Q9NR96+Q99836; CHO BLA complementation TLR9-MyD88, CCF4 FRET ratio; inhibition, % at 4.98 µM; 340,000 compounds, 0.21% hits;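 active = inhibition above the mean over all tested compounds plus 3 SD, cut at about 21% in these data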;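 also: 0% = DMSO only wells and 100% = clavulanate BLA inhibitor control wells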
NR5A2 inv ag – inverse agonists of human LRH-1 (NR5A2); O00482; HEK293T StAR-luciferase reporter, LRH-1 transfected, 24 h; inhibition, % at 3.6 µM; 360,000 compounds, 0.13% hits;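 active = inhibition above the mean inhibition of all tested compounds plus 3 SD, cut at about 73% in these data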;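 also: 0% = DMSO wells and 100% = reporter-only cells lacking LRH-1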
NCOA2 inhibitor – inhibits human steroid receptor coactivator 2 | Q15596 | HEK293 GAL4-SRC2 luciferase reporter, luminescence | inhibition, % at 9 µM | 370,000 compounds, 0.17% hits | AID 651957;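 active = inhibition above the mean inhibition of all tested compounds plus 3 SD, set per campaign, cut at about 52% in these data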;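 also: 0% = DMSO treated cells and 100% = cells given Gossypol at 36 µM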
Vif imaging – blocks HIV Vif function. HEK293T cells, Vif self-association by quenched fluorescence, imaging, 24 h. inhibition, % at 7.49 µM. 340,000 compounds, 0.35% hits. AID 602346; in the data active = inhibition above about 50%, passing the limit was not always enough; inconclusive = no clear call, values can overlap the other calls; inactive = below about 31%; also: some results filed as inactive read as strong as hits
TROY signal inh – inhibitors of TROY-dependent NF-kB signaling. Q293 LMP1-TROYcd NF-kB luciferase reporter, 4 h. inhibition, % at 10 µM. 360,000 compounds, 0.98% hits;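 active = compounds whose plate-normalised and pattern-corrected inhibition of the luciferase reporter signal at the single screening dose is 50% or more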
* marks the source's active call; other numbers are inactive results; ? = inconclusive; / = not tested or not shown.

Screens in order: EBV LMP1 NFkB	NCOA1 inh	NOD2-RIPK2 inh	C8 TRAIL sens	NR2F2 inh	NCOA3 inh	TLR9-MyD88 block	NR5A2 inv ag	NCOA2 inhibitor	Vif imaging	TROY signal inh
1: COc1ccc(S(=O)(=O)N2CCCCC2)cc1NC(=O)c1ccc2c(c1)OCO2
  4	-1	1	-3	8	4	-7	-15	-4	6	-12
2: O=C(NCc1cccc(C(F)(F)F)c1)c1cc(Cl)cc(Cl)c1
  -1	5	0	-2	-4	9	3	9	3	-2	24
3: CC(=O)Nc1ccc(C(=O)NC(C)c2ccc(-n3ccnc3)cc2)cc1 (centres undefined)
  -6	-10	-12	8	18	10	1	2	-28	/	-4
4: O=C(COc1ccccc1F)NNC(=O)Cc1ccc(S(=O)(=O)N2CCOCC2)s1
  -5	-8	2	13	-7	-25	-3	16	5	10	6
5: Cc1cccc(N2CCN(C(=O)CCn3c(=S)[nH]c4cc5c(cc4c3=O)OCO5)CC2C)c1 (centres undefined)
  2	2	-11	16	-5	4	-4	-2	-17	2	20
6: COc1cccc(CNC(=O)COC(=O)c2cc([N+](=O)[O-])ccc2N2CCCC2)c1
  71*	-4	3	-16	6	5	0	4	15	-16	-9
7: Cc1ccn2c(CNCCn3nc(C)cc3C)c(C(=O)N3CCCCCC3)nc2c1
  9	1	0	5	-4	3	-1	18	-3	-3	17
8: O=C(CSc1nnc(C23CC4CC(CC(C4)C2)C3)o1)Nc1ccc(N2CCOCC2)c(Cl)c1
  -2	0	-11	13	-7	15	-1	9	-3	10	21
9: O=C(Nc1cccc(Cl)c1)N1CCc2ccccc2C1
  -27	-83	2	3	-34	-73	15	-78	-18	-1	-29
10: CCOc1ccccc1CN1[C@@H](c2ccc(OC)cc2)CC(C(=O)OC)(C(=O)OC)[C@H]1c1ccccc1
  /	/	0	22	-24	/	/	9	-14	/	/
11: CS(=O)(=O)c1cccc(C(=O)Oc2ccccc2)c1
  -4	11	1	-5	9	16	-14	-3	14	1	-12
12: COc1ccccc1CNc1nc(Nc2ccc(C)cc2C)c2sccc2n1
  /	4	10	15	33	-11	/	16	30	-4	29
13: O=C(O)CCC(=O)N1CCc2cc(S(=O)(=O)NC3CCCc4ccccc43)ccc21 (centres undefined)
  5	21	-1	-8	0	13	6	-13	10	/	-4
14: CCOC(=O)c1cc(-c2sc(NC(=O)c3ccccc3)nc2C)n(Cc2ccccc2)n1
  12	-3	-2	20	33	-9	-6	-28	12	-2	25
15: CC(=CC(=O)c1ccccc1)c1ccccc1
  -11	5	-18	-3	-19	-21	6	-9	-19	0	-51
16: O=S(=O)(N1CCCCC1)N1CCCN(S(=O)(=O)N2CCCCC2)CC1
  -3	1	-7	3	-14	17	-1	28	-6	-4	-7
17: O=C(COc1ccc(-c2ccccc2)cc1)N1CCN(C(=O)c2cccnc2)CC1
  3	6	5	-7	-2	18	-8	9	16	-5	-1
18: CCOc1ccc(S(=O)(=O)N(C)c2ccc(OCC(=O)NCc3cccnc3)cc2)cc1
  -1	-1	2	-8	-1	-7	-2	-3	-2	-8	6
19: Cc1cc2oc(C(=O)Nc3nonc3C)c(C)c2cc1Cl
  -31	-4	-11	13	4	-10	-3	1	-7	-1	-31
20: CCN(CC)S(=O)(=O)c1ccc2nc(COC(=O)c3n[nH]c4ccccc34)[nH]c2c1
  -9	-2	6	30	14	-2	1	22	-9	-7	-8
21: CC(NC(=O)c1ccc(Br)cc1Br)c1ccccc1 (centres undefined)
  -10	3	-3	17	11	-2	/	-5	-11	-1	-12
22: O=C(CCc1c[nH]c2ccccc12)N1CCN(S(=O)(=O)c2ccc(F)cc2)CC1
  -10	-1	-2	0	14	1	-1	-8	-30	9	5
23: COc1ccc(CSc2nnnn2-c2ccc(C(=O)O)cc2)cc1
  /	-24	-6	-18	-7	-4	0	-16	2	-3	2
24: Cc1ccc2cc(C#N)c(SCC(=O)N3CCCC3)nc2c1
  -8	-17	-3	9	-34	-39	-1	-9	-15	1	-10
25: C/C(=N\NC(=O)CN1CCN(S(=O)(=O)c2ccc(C)cc2)CC1)c1cccnc1
  1	-9	0	-5	-5	19	7	-1	9	-2	-12
26: C=CCNC(=O)Nc1cc(Cl)ccc1OC
  -6	14	-4	-5	7	14	3	3	-2	2	8
27: O=C(NCCC1CCCCN1S(=O)(=O)c1ccc(Cl)cc1)C(=O)NCCN1CCOCC1 (centres undefined)
  0	-6	-1	24	3	20	-5	-31	-12	20	-3
28: Cc1ccc2c(c1)N(CC(=O)N1CCCCCC1)C(=O)C(C)O2 (centres undefined)
  3	13	0	-7	13	-3	4	-7	-12	69*	13
29: O=C(NC1CC1)C1CCCN1S(=O)(=O)c1ccc2ccccc2c1 (centres undefined)
  -6	3	-10	13	4	13	-3	6	-9	12	9
30: O=C1COc2ccc(C(=O)NC3CC3)cc2N1
  1	2	4	9	5	6	7	-3	22	-8	28
31: COc1ccc(C(CNC(=O)COc2ccc(C)c(C)c2)N2CCCCC2)cc1 (centres undefined)
  -2	14	-4	14	12	9	5	7	-1	-2	-20
32: CCOC(=O)N1CCN(Cc2nc3ccc([N+](=O)[O-])cc3c(=O)n2-c2ccccc2F)CC1
  -2	21	3	26	-3	10	-1	32	5	-6	15
33: COc1ccc(NS(=O)(=O)c2cccc(C(=O)N/N=C/c3ccccc3OC)c2)cc1
  -2	-7	-2	9	-2	-2	-6	7	-22	17	11
34: O=C(Cn1nnc2ccccc21)NC1CCCCC1
  -1	-9	2	-3	-18	-10	-13	-10	-17	-3	-13
35: CC(C(=O)N(C)c1ccccc1)N1CCN(C(=O)c2ccccc2)CC1 (centres undefined)
  -3	0	-13	-1	1	-18	-2	0	12	2	-17
36: CC(C)Cn1c(/C=N/Nc2nc3ccccc3[nH]2)nc2ccccc21
  21	-5	5	27	-11	-2	12	22	-1	-14	-14
37: Cc1sc2nc3c(SC(C)C(=O)O)cc(C(=O)c4ccccc4O)cn3c(=O)c2c1C (centres undefined)
  -5	-7	4	-5	-6	0	-1	12	-5	0	-10
38: CC(=O)Nc1ccc(/C(N=Nc2ccccc2)=N/N=C(N)N)cc1
  -5	-103	3	22	-57	-64	-1	-59	-32	3	-42
39: O=C1/C(=C/c2ccc(F)cc2)SC(=S)N1CC(=O)N1CCCCC1c1cccnc1 (centres undefined)
  13	7	-3	-11	-8	18	8	-2	12	-6	16
40: Cc1cc(NC(=O)COC(=O)CCn2c(C)csc2=O)c([N+](=O)[O-])cc1C
  -8	15	5	-2	1	-1	9	22	-8	/	-7
41: Cc1ccccc1-n1nc2c(c1NC(=O)c1c(-c3ccccc3Cl)noc1C)CSC2
  -1	-17	-22	4	7	-25	-4	18	-11	1	9
42: CCOC(=O)Nc1ccc2c(c1)nc1n2CCN(CCOC)C1
  -14	-48	-1	-11	-13	-9	5	-6	-1	10	5
43: CCOC(=O)C1=C[C@@H](C(C)(C)C)N(S(=O)(=O)c2ccccc2C)[C@H]1c1ccc(Cl)cc1
  /	13	5	9	18	18	/	36	-33	?	-20
44: Cc1ccc(S(=O)(=O)NC(CC(C)C)C(=O)NCCCn2nc(C)cc2C)cc1 (centres undefined)
  0	-9	1	-1	-2	5	-6	-2	-21	-2	4
45: Cc1cc(OCCCCN2C(=O)NC(C)(C)C2=O)cc(C)c1Cl
  1	0	0	10	0	11	-1	-1	-13	1	0
46: COc1cccc(C(=O)Nc2nc3c(s2)CN(C)CC3)c1
  -2	-54	9	23	-33	-43	-15	-75	-107	29	-9
47: Cc1cccc(NC(=O)c2nc[nH]c2C(=O)NCCCNC(=O)c2[nH]cnc2C(=O)Nc2cccc(C)c2)c1
  -2	-5	-8	31	2	24	0	-9	12	4	16
48: COc1ccc(-c2nn(-c3ccccc3)cc2CNC[C@H]2O[C@@H](n3ccc(=O)[nH]c3=O)[C@H](O)[C@@H]2O)cc1
  /	14	-9	-5	6	18	/	6	-18	9	-9
49: O=C(Nc1ccc(Cc2ccncc2)cc1)c1cc([N+](=O)[O-])ccc1N1CCOCC1
  -13	5	4	-10	-31	20	-8	11	-2	2	-3
50: O=c1c(Cl)c(Cl)cnn1Cc1ccc(F)cc1
  -9	-35	17	5	-3	3	11	1	-13	-2	2
51: CCN(CC)CCNC(=O)c1ccc(NC(=O)c2cn(-c3ccccc3)nc2-c2cccs2)cc1
  -8	1	-11	4	-38	1	-2	5	-63	-2	-39
52: Cc1ccc(Cl)cc1N1CCN(C(=O)C2(S(=O)(=O)c3ccc(Cl)cc3)CC2)CC1
  0	4	-2	-5	15	10	5	1	-9	-22	-22
53: O=C(c1ccc(NS(=O)(=O)c2cccc(C(F)(F)F)c2)cc1)N1CCCC1
  -5	6	-1	4	7	-11	-11	-4	-1	12	0
54: CCOc1ccc(NC(=O)CN2CCN(CC(=O)Nc3ccc4c(c3)OCO4)CC2)cc1
  2	-10	-6	-2	-2	1	-2	19	-5	3	4
55: Clc1ccc(-c2nc(C3CCCCC3)no2)cc1
  -43	-22	0	-5	-12	-25	3	4	-34	15	-72
56: CCN1C(=O)S/C(=C/c2ccc(Sc3nc4ccccc4[nH]3)o2)C1=O
  24	0	-11	22	7	11	7	-10	-10	-7	32
57: CCSc1ncnc2sc(C)c(C)c12
  3	3	-14	14	-2	8	8	-5	-10	3	4
58: CCOc1ccc(NC(=O)CC2C(=O)N(c3ccc(OC)c(Cl)c3)C(=S)N2C2CC2)cc1 (centres undefined)
  2	-6	-7	13	9	14	-4	-4	-22	5	14
59: Cc1ccc(C)c(NC(=S)NCCc2ccc(F)cc2)c1
  -3	2	2	-5	-8	2	-4	-12	1	-4	2
60: O=C(O)CCCCCNS(=O)(=O)c1c(Cl)cccc1Cl
  -2	-9	-4	-13	8	-16	-14	-3	-9	15	12

(continued)
Screens in order: EBV LMP1 NFkB	NCOA1 inh	NOD2-RIPK2 inh	C8 TRAIL sens	NR2F2 inh	NCOA3 inh	TLR9-MyD88 block	NR5A2 inv ag	NCOA2 inhibitor	Vif imaging	TROY signal inh
61: COc1ccc(C(OCC(O)CNC(C)c2ccccc2)c2ccc(OC)cc2)cc1 (centres undefined)
  -3	-7	3	2	-15	-9	0	-7	-33	-3	-13
62: CCN(c1ccccc1)S(=O)(=O)c1cc(NC(=O)CN2CCN(C)CC2)ccc1Cl
  0	-2	10	-13	-1	-2	-3	-6	-17	-8	-11
63: Cc1cc2cc(C(c3nnnn3Cc3ccco3)N3CCCCC3)c(=O)[nH]c2cc1C (centres undefined)
  4	-29	-3	-4	-5	-5	-1	-2	-25	-3	-8
64: Cc1ccc(NC(=O)CSc2nc3nn(-c4ccccc4)c(=O)c-3c3n2CCCCC3)cc1F
  12	-19	9	2	-10	6	-3	-20	4	-4	-3
65: Cc1ccccc1CNC(=O)c1ccccc1C
  -1	-3	1	9	-4	18	-2	1	-24	6	7
66: CNc1nc(Oc2cccc(F)c2)c2sccc2n1
  /	-6	0	0	-7	-1	/	-21	21	-6	-7
67: CCCCNC(=O)c1ccccc1NC(=O)CCSc1ccccc1
  -4	3	0	4	0	-14	-6	5	4	-4	-6
68: CCOC(=O)CCn1c2nc(C)cc(C)c2c(=O)n1-c1ccccc1
  -3	8	-7	4	0	-7	4	1	-15	2	-1

A portion of the library; rates above refer to the full screens.
